# APOBEC3A inh: APOBEC3A ssDNA deaminase inhibitors, primary screen, selectivity assay for APOBEC3G inhibitor project, biochemical, FAM/TAMRA oligo cleavage fluorescence | inhibition, % at 20 µM | hit rate 0.41% among 330,000 | recombinant A3A, FAM/TAMRA ssDNA deamination fluorescence | DNA dC->dU-editing enzyme APOBEC-3A (Homo sapiens), P31941;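 active = at least 40% inhibition at 20 µM here, with at most 30% in a related deaminase screen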;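 also: plate controls were A3A with DMSO for no effect and wells lacking A3A enzyme for full effect; some results filed as inactive read as strong as hits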
# APOBEC3G inh: APOBEC3G DNA deaminase inhibitors, primary screen, biochemical, fluorescence, single-stranded DNA substrate, uHTS | DNA dC->dU-editing enzyme APOBEC-3G (Homo sapiens), Q9HC16 | recombinant A3G, ssDNA deamination FAM/TAMRA fluorescence | inhibition, % at 20 µM | hit rate 0.28% among 330,000;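 active = inhibition of at least 40% at 20 µM, with no more than 30% in the related APOBEC3A deaminase screen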;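 also: plate controls were DMSO wells with A3G for no effect and wells lacking A3G enzyme for full effect; some compounds called inactive have numbers as strong as hits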
# CCR6 antagonist: CCR6 receptor antagonists, primary screen, cell-based, CHO-K1, luminescence, beta-arrestin, uHTS | C-C chemokine receptor type 6 (Homo sapiens), P51684 | CHO-K1 CCR6 PathHunter beta-arrestin, CCL20-stimulated | inhibition, % at 20 µM | AID 493098, 2011 | hit rate 0.49% among 340,000;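 active = compounds whose inhibition of the agonist-driven luminescence signal at 20 µM reaches about 50%, limit read from the data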;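 also: cells stimulated with CCL20 at 14 nM final; plate controls were DMSO with CCL20 for no effect and DMSO without agonist for full effect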
# Target sequence (P51684 whole entry, looked up): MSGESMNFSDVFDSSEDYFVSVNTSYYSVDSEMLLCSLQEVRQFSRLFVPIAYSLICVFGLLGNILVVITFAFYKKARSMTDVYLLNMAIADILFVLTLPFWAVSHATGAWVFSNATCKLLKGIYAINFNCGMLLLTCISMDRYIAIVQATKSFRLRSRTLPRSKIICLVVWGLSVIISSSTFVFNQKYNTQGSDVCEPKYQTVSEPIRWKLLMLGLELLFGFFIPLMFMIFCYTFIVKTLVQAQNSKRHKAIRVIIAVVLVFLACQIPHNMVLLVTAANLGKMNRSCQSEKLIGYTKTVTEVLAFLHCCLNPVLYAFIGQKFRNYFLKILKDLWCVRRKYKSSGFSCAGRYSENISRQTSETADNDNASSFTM
# MPTP block: mitochondrial permeability transition pore inhibitors, primary screen, biochemical, isolated mouse mitochondria, absorbance; hit rate 1.4% among 360,000; Ca2+ swelling absorbance, 30 min; inhibition, % at 10 µM;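 active = inhibition of 50% or more, scaled per plate between neutral and stimulator controls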;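 also: 0% = DMSO wells given calcium and 100% = 1 mM EGTA wells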
# EBI2 block: EBI2 receptor antagonists, beta-arrestin recruitment, primary screen, cell-based, luminescence, 7a,25-OHC stimulation, uHTS; 7a,25-OHC stimulated; inhibition, % at 5 µM; hit rate 0.81% among 360,000; AID 651636, 2012; in the data active = inhibition above about 38%;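 also: enzyme fragment complementation signal reports receptor beta-arrestin coupling in cells; 0% = agonist plus DMSO wells and 100% = wells without agonist; some results beyond the cut were filed as inactive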
# Target sequence (P32249 whole entry, looked up, the tested form may be a part): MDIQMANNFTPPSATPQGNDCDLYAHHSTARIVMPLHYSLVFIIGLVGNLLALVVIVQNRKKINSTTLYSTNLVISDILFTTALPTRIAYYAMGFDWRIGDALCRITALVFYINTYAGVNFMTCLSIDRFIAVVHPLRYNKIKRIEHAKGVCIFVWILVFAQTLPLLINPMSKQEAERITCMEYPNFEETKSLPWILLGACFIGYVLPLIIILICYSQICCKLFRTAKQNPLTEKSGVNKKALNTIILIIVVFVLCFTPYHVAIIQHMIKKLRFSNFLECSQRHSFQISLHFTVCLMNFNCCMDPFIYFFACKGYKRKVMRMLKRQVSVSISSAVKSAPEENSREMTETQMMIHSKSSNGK
# CXCR6 block: CXCR6 receptor inhibitors, primary screen, cell-based, beta-arrestin, luminescence, CHO-K1 PathHunter, 1536-well; AID 602244, 2012; inhibition, % at 20 µM; hit rate 0.36% among 360,000; in the data active = inhibition above about 34%, passing the limit was not always enough;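 also: antagonist mode with CXCL16 agonist at 10 nM final; 0% = 10 nM CXCL16 with DMSO and 100% = unstimulated wells without agonist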
# Target sequence (O00574 whole entry, looked up): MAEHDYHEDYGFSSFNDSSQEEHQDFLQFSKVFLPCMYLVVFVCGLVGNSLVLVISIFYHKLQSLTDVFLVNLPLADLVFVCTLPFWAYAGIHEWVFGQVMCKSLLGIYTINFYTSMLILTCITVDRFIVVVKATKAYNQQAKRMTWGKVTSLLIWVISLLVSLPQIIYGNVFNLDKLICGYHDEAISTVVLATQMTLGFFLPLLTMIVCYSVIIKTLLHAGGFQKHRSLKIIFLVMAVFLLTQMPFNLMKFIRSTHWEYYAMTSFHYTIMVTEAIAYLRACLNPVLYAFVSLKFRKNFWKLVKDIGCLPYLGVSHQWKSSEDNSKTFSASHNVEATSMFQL
# NR3A LBD binder: binders of NR3A ligand-binding domain, primary screen, biophysical, differential scanning fluorimetry, uHTS; AID 1259313, 2017; Tm shift relative to glycine control, % at 25 µM; hit rate 2.5% among 340,000; NR3A LBD differential scanning fluorimetry, Tm shift; 0% = protein alone, 100% = glycine-bound protein;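 active = melting temperature shift of at least 10% of the positive control shift, at one fixed dose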
# Gli-Sufu antag: Gli-Sufu pathway antagonists, primary screen, luciferase luminescence, Sufu-KO-LIGHT cells, uHTS | Sufu-KO-LIGHT fibroblasts, Gli luciferase reporter luminescence | inhibition, % at 5 µM | hit rate 0.74% among 340,000 | AID 588413, 2011;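 active = inhibition above about 55%, limit read from the data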;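 also: 0% = DMSO-treated cells and 100% = wells with medium but no cells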
# Starred values were filed as active, the others as inactive; x = not tested or not shown.
SMILES,APOBEC3A inh,APOBEC3G inh,CCR6 antagonist,MPTP block,EBI2 block,CXCR6 block,NR3A LBD binder,Gli-Sufu antag
O=C(NCCCCC(NC(=O)c1ccc([N+](=O)[O-])cc1)C(=O)O)c1ccc([N+](=O)[O-])cc1 (centres undefined),2.9,-0.4,-3.4,-4.8,3.4,-2.6,1.7,46.0
COc1ccc(N2C(=O)CN=C2Nc2nc(C)cc(C)n2)cc1,1.7,-4.1,3.1,-1.0,-1.4,3.4,-0.9,4.8
COc1cccc(CNC(=O)c2cccc(S(=O)(=O)N3CCN(Cc4ccccc4)CC3)c2)c1,x,x,12.5,1.3,-9.2,3.1,-6.2,1.7
O=C(Nc1cccc(Cl)c1N1CCOCC1)c1ccc([N+](=O)[O-])o1,4.6,0.3,3.1,1.9,7.0,-3.7,-0.7,-1.1
O=C1CC(C(=O)Nc2cccc(F)c2)n2ncnc2N1 (centres undefined),1.7,-4.2,10.4,1.0,-1.1,0.7,-1.0,-2.3
O=C(CN1CCC(c2nc3ccccc3s2)CC1)N1CCCCC1,4.7,14.3,11.4,-1.6,-0.8,-4.0,0.2,18.6
CC1(CC(=O)Nc2ccccc2)NC(=S)N(c2ccccc2)N1 (centres undefined),0.6,10.3,-4.1,-0.2,-5.1,2.8,-1.2,7.2
NC(=O)C[N+]1(CC#CC(O)(c2ccccc2)c2ccccc2)CCCC1,51.0*,18.0,13.8,-0.4,-10.5,-3.2,-0.4,6.8
CCOc1ccc(Oc2ccc(NS(=O)(=O)c3cc(C(=O)O)ccc3Cl)cc2)cc1,-1.5,-2.8,-8.2,-0.6,12.4,1.1,-7.9,-0.2
CCOC(=O)c1ccc(CNC(=O)C2CCC(=O)N(Cc3cccc(OC)c3)C2)o1 (centres undefined),-0.9,-3.0,-4.7,-0.9,1.0,3.8,-1.6,1.6
c1ccc(-c2nnc3nc(N4CCCCC4)nc(N4CCCCC4)n23)cc1,x,x,22.2,0.5,2.0,6.5,3.7,5.0
CNC(=O)CN(c1ccc(C(C)C)cc1)S(C)(=O)=O,-2.9,0.6,-3.3,-0.1,1.7,-3.2,-2.8,5.7
O=C(NC1CCN(C(=O)N2c3ccccc3Sc3ccccc32)CC1)c1ccccc1Cl,-4.1,-6.8,6.2,2.0,6.3,6.3,2.1,1.3
CCOC(=O)c1c(/N=C/c2cccc([N+](=O)[O-])c2O)sc(C)c1C,1.7,3.0,25.7,3.1,0.7,13.3,-7.1,20.6
O=C(CCc1nc2ccccc2c(=O)[nH]1)OCc1nnc(-c2ccccc2)o1,-3.8,-6.9,-6.8,-1.9,7.0,2.6,-0.5,-0.2
CCOCc1c(C(=O)NCc2ccccc2CN2CCCC2)oc2ccccc12,-1.3,7.2,16.2,0.3,3.1,-5.3,-1.1,14.1
Cc1ccc(C2=NN(CC(=O)NCCC(C)C)C(=O)CC2)cc1,-5.5,-5.3,11.7,0.5,7.4,-4.1,0.0,0.2
CC(C)(C)NS(=O)(=O)c1ccc(CCC(=O)O)cc1,1.0,-2.3,4.8,-2.7,1.9,-2.4,-3.3,0.2
N/C(Cc1ccc(Cl)cc1Cl)=N\OC(=O)Cc1ccc(Cl)cc1,-0.6,-0.6,-9.9,3.7,-7.8,-2.1,-2.7,4.7
N#Cc1cn(Cc2ccco2)c(=O)[nH]c1=O,x,x,6.2,-1.7,0.8,10.9,-1.6,5.9
CC(C)N(Cc1nc(-c2ccc(Cl)cc2)no1)C(=O)CCC1CCCC1,-1.3,-5.5,17.2,0.1,4.1,1.9,1.8,3.9
Cc1ccc(CNC(=O)c2ccc(C#CC(C)(C)O)s2)cc1,1.8,3.9,-0.3,0.1,14.9,3.6,-1.2,-10.0
CC[C@]12c3[nH]c4ccc(Cl)cc4c3CCN1C(=O)[C@@H](CC(=O)NCCN1CCOCC1)C[C@@H]2C(=O)N1CCN(C(=O)c2ccco2)CC1,-1.4,-2.7,8.4,2.7,-7.5,2.1,-1.2,-0.9
O=C(Nc1ccc2c(c1)OCO2)C1(S(=O)(=O)c2ccc(Cl)cc2)CC1,7.4,2.6,11.6,0.1,5.8,-0.5,-2.0,-3.1
c1ccc(Cn2nnnc2C(c2cccs2)N2CCc3ccccc3C2)cc1 (centres undefined),-3.2,-6.3,16.8,1.4,17.9,2.2,15.7*,7.9

# (further entries)
SMILES,APOBEC3A inh,APOBEC3G inh,CCR6 antagonist,MPTP block,EBI2 block,CXCR6 block,NR3A LBD binder,Gli-Sufu antag
Clc1ccc(-n2cc(-c3ccc(Br)cc3)[n+]3c2CCCCC3)cc1,0.2,-1.0,3.4,4.3,-6.6,4.6,0.2,53.4
CCOc1ccc(NC2=CC(=O)C(=O)c3ccccc32)cc1,x,x,25.3,3.7,-22.0,6.6,0.3,-5.1
CC(=O)c1ccc(NC(=O)c2ccc(CNc3c(N4CCCC4)c(=O)c3=O)cc2)cc1,-2.3,-2.7,4.5,0.1,2.5,12.3,-2.4,5.3
COc1cccc(NC(=O)N2CCCC(C(=O)Nc3ccccc3OC)C2)c1 (centres undefined),6.0,5.6,10.6,-1.6,5.4,-9.0,-0.3,4.6
COCCn1c(N)c(C(=O)c2cccc(S(=O)(=O)N3CCCCCC3)c2)c(=O)[nH]c1=O,2.2,-2.6,1.4,-2.0,-11.6,3.2,-1.6,x
CC1(C)CC(=O)C(C=Nc2ccc(Cl)cn2)=C(O)C1,-2.0,-2.3,1.4,-1.4,-24.6,1.4,1.7,5.1
CSc1ccc(S(=O)(=O)NCC(=O)OC(C)C(=O)NCc2ccccc2)cc1[N+](=O)[O-] (centres undefined),-3.0,-12.7,4.3,-1.3,12.4,14.1,-4.8,-10.5
O=S(=O)(NCC(c1cccnc1)N1CCN(c2ccc(F)cc2)CC1)c1cc(F)ccc1F (centres undefined),-0.6,-5.5,3.6,0.7,-8.3,4.9,-21.6,-0.8
O=C(Cn1cnc2ccccc2c1=O)NCC(=O)N1CCOCC1,-0.8,-4.3,6.8,1.4,-4.8,0.9,-1.3,-5.4
O=C(CSCc1ccccc1F)NCc1ccc(F)cc1,-7.2,-3.7,10.2,-2.2,0.2,2.8,-1.5,0.9
CCCN(C(=O)c1cc(S(=O)(=O)N(C)c2ccccc2OC)ccc1C)C1CCS(=O)(=O)C1 (centres undefined),x,x,6.5,-0.2,4.0,-3.0,0.2,4.0
CCc1ccccc1NC(=O)N1CCC(NC(=O)C(Cc2ccccc2)NC(C)=O)CC1 (centres undefined),-2.5,-7.7,2.3,0.5,5.4,-0.8,-6.2,-1.5
CCOc1ccc(N2C(=O)CC(N(CCc3ccc(OC)cc3)C(=O)/C=C/C(=O)O)C2=O)cc1 (centres undefined),-0.1,-9.5,8.5,-1.7,3.7,-4.3,-2.4,-0.5
COc1c(C)cc(C(=O)C2CCCN(C(=O)c3snnc3C)C2)cc1C (centres undefined),-0.8,-3.2,2.9,1.2,-0.7,1.7,-1.3,2.8
Cc1cccc(NC(=O)Nc2ccccn2)c1C,2.8,-7.5,-4.2,-0.9,-5.9,9.4,-0.1,-43.7
O=C(CN1c2cccc3cccc(c23)S1(=O)=O)NCc1ccc(F)cc1,2.5,1.8,12.1,0.4,12.7,2.3,0.6,4.5
Cc1sc(NC(=O)c2ccco2)c(C(c2ccccc2)N2CCC(C)CC2)c1C (centres undefined),-2.5,-4.4,4.8,21.1,6.9,8.1,0.1,4.3
Cc1ccc([N+](=O)[O-])cc1S(=O)(=O)N(C(=O)c1ccncc1)c1ccc2oc3c(c2c1)CCCC3,-2.6,-8.9,3.3,-0.2,-8.1,0.7,-9.1,-16.8
O=c1oc2cc(Oc3ccc(C(F)(F)F)cc3[N+](=O)[O-])ccc2c2c1CCC2,0.8,-1.8,12.0,3.2,4.3,-7.2,-7.5,5.4
Cc1ccc(NC(=O)c2ccc3[nH]c(=O)c(=O)[nH]c3c2)nc1,-6.7,-7.2,2.6,-1.1,4.4,2.8,0.2,0.3
Cc1ccc(OCC(=O)N2CCCC(CO)(CCOc3ccccc3)C2)cc1 (centres undefined),-2.2,-1.5,3.4,-0.1,14.2,2.1,1.8,3.6
c1ccc(-c2nnc3sc(-c4ccncc4)nn23)cc1,0.7,-0.3,-7.0,-1.1,5.9,-5.4,-17.0,7.3
C=COCCNC(=O)C(=O)NC(C)C,1.9,4.5,4.5,-1.0,-3.5,-3.8,-2.7,-5.4
Cc1ccc(N2CC(C(=O)N3CCCc4ccccc43)CC2=O)cc1 (centres undefined),-2.8,-3.3,4.3,0.0,2.2,-2.0,-2.5,-1.7
CCC(C)N1C(=O)N(C)C2NC(=O)NC21 (centres undefined),-0.5,-12.8,8.8,-0.7,-5.4,8.7,-0.1,12.7

# New compounds follow:
SMILES,APOBEC3A inh,APOBEC3G inh,CCR6 antagonist,MPTP block,EBI2 block,CXCR6 block,NR3A LBD binder,Gli-Sufu antag
COc1ccc(-n2c(SCC(=O)Nc3cc(C)on3)nc3c([nH]c4ccccc43)c2=O)cc1OC,1.8,-0.4,23.1,0.6,16.7,-4.6,-0.6,7.8
CCOC(=O)C(NC(=O)NCc1ccc(F)cc1)(OCC)C(F)(F)F (centres undefined),-3.1,-12.5,-28.2,-2.5,0.4,4.9,0.4,1.5
CCOC(=O)CC(=O)NC(CC(=O)OC)c1ccc(C(C)C)cc1 (centres undefined),-4.2,-4.5,-2.5,-0.9,-23.8,3.7,-0.6,-2.8
CC(/C=N/NC(=O)c1cc(C(C)C)[nH]n1)=C\c1ccccc1,-2.6,0.9,11.3,1.8,-11.4,1.4,-7.1,-2.1
CCOC(=O)[C@H]1[C@H]2COc3ccc(Cl)cc3[C@@H]2N2C(=O)c3cc(OC)ccc3NC(=O)[C@@]12C,-0.4,-9.6,14.5,1.2,-12.7,9.2,1.4,8.9
COc1ccc(OC)c(NC(=O)C2CCN(C(=O)C3CC(=O)N(c4ccc(C)cc4)C3)CC2)c1 (centres undefined),0.4,-3.3,10.8,0.5,2.7,0.1,-1.9,-1.1

# Grouped by structure, the entries above with a furan ring, fused or not
SMILES,APOBEC3A inh,APOBEC3G inh,CCR6 antagonist,MPTP block,EBI2 block,CXCR6 block,NR3A LBD binder,Gli-Sufu antag
O=C(Nc1cccc(Cl)c1N1CCOCC1)c1ccc([N+](=O)[O-])o1,4.6,0.3,3.1,1.9,7.0,-3.7,-0.7,-1.1
CCOC(=O)c1ccc(CNC(=O)C2CCC(=O)N(Cc3cccc(OC)c3)C2)o1 (centres undefined),-0.9,-3.0,-4.7,-0.9,1.0,3.8,-1.6,1.6
CCOCc1c(C(=O)NCc2ccccc2CN2CCCC2)oc2ccccc12,-1.3,7.2,16.2,0.3,3.1,-5.3,-1.1,14.1
N#Cc1cn(Cc2ccco2)c(=O)[nH]c1=O,x,x,6.2,-1.7,0.8,10.9,-1.6,5.9
CC[C@]12c3[nH]c4ccc(Cl)cc4c3CCN1C(=O)[C@@H](CC(=O)NCCN1CCOCC1)C[C@@H]2C(=O)N1CCN(C(=O)c2ccco2)CC1,-1.4,-2.7,8.4,2.7,-7.5,2.1,-1.2,-0.9
Cc1sc(NC(=O)c2ccco2)c(C(c2ccccc2)N2CCC(C)CC2)c1C (centres undefined),-2.5,-4.4,4.8,21.1,6.9,8.1,0.1,4.3
Cc1ccc([N+](=O)[O-])cc1S(=O)(=O)N(C(=O)c1ccncc1)c1ccc2oc3c(c2c1)CCCC3,-2.6,-8.9,3.3,-0.2,-8.1,0.7,-9.1,-16.8
